KB-V1 MDR tox – KB-V1 MDR subline cytotoxicity. KB-V1 MDR cells viability, CellTiter-Glo, 72 h. Potency, µM (doses to about 46.1 µM), for the others: top-dose activity change, negative = cytotoxicity, actives largely listed as cytotoxic. actives 3.4% (n = 400,000); note: potency is the fitted concentration of half-maximal effect; % is set by controls: 0 for no effect and ±100 for the full control effect; nearly all actives have a fitted effect of over 60% in size
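KB-V1 MDR subline cells in DMEM (phenol-red free, 10% FBS) exposed to compounds in qHTS concentration series for 72 h at 37 degrees C. Viability read by CellTiter-Glo luminescence; concentration-effect curves fitted after normalization and correction.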
HT1080-NT tox – kills 2HG-producing HT-1080-NT fibrosarcoma cells; AID 686970; actives 1.6% (n = 360,000); Potency, µM (highest dose often 46.1 µM), without a hit: top-dose activity, negative = less viability, actives largely listed as cytotoxic; HT-1080-NT fibrosarcoma viability, CellTiter-Glo ATP luminescence, 48 h;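 note: NT is the 2HG producing partner of a matched IDH1 knockdown line; potency is the fitted concentration of half-maximal effect; 0% = DMSO-treated cells and -100% = media-only wells without cells; nearly all actives have a fitted effect of over 55% in size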
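Viability by CellTiter-Glo luminescence after 48 h compound exposure at 37C of HT-1080-NT cells (750/well, RPMI, 5% FBS). % activity scaled between DMSO wells and medium-only wells, then curve-fitted and categorized by curve class.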
DRD3 agonist – agonists of human D3 dopamine receptor; P35462; D3R DiscoveRx beta-arrestin cells, luminescence, 90 min; max activation, %; actives 0.58% (n = 410,000); in the data active = max activation above about 30%; note: 0% is about no effect; mostly tested at two doses, the higher about 12 µM
Target sequence (P35462 whole entry, looked up): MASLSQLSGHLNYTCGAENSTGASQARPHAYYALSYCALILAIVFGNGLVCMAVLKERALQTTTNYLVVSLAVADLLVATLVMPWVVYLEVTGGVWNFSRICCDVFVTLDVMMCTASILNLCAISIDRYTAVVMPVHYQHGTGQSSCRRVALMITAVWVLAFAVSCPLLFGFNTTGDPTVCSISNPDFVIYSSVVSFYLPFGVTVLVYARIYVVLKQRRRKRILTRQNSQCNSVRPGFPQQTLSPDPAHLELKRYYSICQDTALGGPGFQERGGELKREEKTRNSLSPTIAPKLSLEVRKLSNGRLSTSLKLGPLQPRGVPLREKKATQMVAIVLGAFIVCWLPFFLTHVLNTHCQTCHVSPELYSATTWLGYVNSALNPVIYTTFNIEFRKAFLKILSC
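Agonist mode: compounds and dopamine controls were applied to plated cells for 90 min at 37 degrees C after an overnight attachment at 1500 cells/well. Luminescent read-out followed 30 - 60 minutes at room temperature with DiscoveRx detection reagent.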
MCF10A rereplic – DNA re-replication induction in MCF 10a cells. AID 624296. MCF 10A DNA re-replication, Hoechst nuclear intensity, 48 h. Potency, µM (series often up to 46.1 µM), without a hit: at the top dose activity, positive = re-replication, usual class: activators. actives 2.9% (n = 350,000); note: potency is the fitted concentration of half-maximal effect; % of control where 0% means no effect; nearly all actives have a fitted effect of over 50% in size
HEK293 tox – cytotoxicity in counter-screen for GLP-1R inverse agonists; HEK293 cAMP-luciferase reporter cells, luminescence, 24 h; Potency, µM (doses to about 38.3 µM), without a hit: top-dose activity change, negative = inhibition, hits mostly inhibitors; actives 0.13% (n = 410,000);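 note: loss of luciferase light is scored as toxicity; potency is the fitted concentration of half-maximal effect; % is set by controls: 0 for no effect and ±100 for the full control effect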
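Compound-treated cells are incubated 24 hr at 37 deg C under 5% CO2 after a 12 hour attachment period, then luciferase detection reagent is added and luminescence is measured following 12 min at room temperature; lowered signal indicates toxicity.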
HT1080 IDH1KD tx – kills HT-1080 cells with IDH1 knockdown; HT-1080 IDH1 knockdown viability, ATP luminescence, 48 h; Potency, µM (series often up to 46.1 µM), for inactives: at the top dose activity, negative = toxicity, hits mostly cytotoxic; AID 686971; actives 2% (n = 360,000);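 note: potency is the fitted concentration of half-maximal effect; 0% = DMSO wells and -100% = cell-free medium wells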
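Assay cells: HT-1080 with IDH1 knockdown, 750 per well, RPMI/5% FBS. Exposure: 48 h at 37 °C following 2 h pre-incubation. Read: CellTiter-Glo luminescence; fitted concentration-response, curve class assigned.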
SW480 rerep – induces DNA re-replication in SW480 colon adenocarcinoma cells | SW480 DNA re-replication, Hoechst DNA content imaging, 48 h | Potency, µM (highest dose often 46.1 µM), without a hit: at the top dose re-replication activation, usual class: activators | actives 1.8% (n = 340,000); note: potency is the fitted concentration of half-maximal effect; % of control where 0% means no effect; nearly all actives have a fitted effect of over 55% in size
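DNA re-replication was detected as more nuclei of elevated Hoechst intensity after 48 hr exposure to compound (23 nL pinned per well of 250 cells).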
KB-3-1 tox – KB-3-1 parental cell cytotoxicity. KB-3-1 viability, CellTiter-Glo ATP luminescence, 72 h. Potency, µM (doses to about 46.1 µM), for the others: at the top dose activity change, negative = cytotoxic, usual class: cytotoxic. actives 1.4% (n = 400,000). AID 1347075; note: potency is the fitted concentration of half-maximal effect; % is set by controls: 0 for no effect and ±100 for the full control effect; nearly all actives have a fitted effect of over 60% in size
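Multi-concentration cytotoxicity screen in KB-3-1 cells grown in DMEM lacking phenol red with 10% FBS. After 72 h at 37 °C with compound, ATP-dependent luminescence was recorded.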
IL-1B inflam inh – inhibitors of inflammasome signaling (IL-1 beta secretion) | actives 4.7% (n = 360,000) | activity change, % at 57.5 µM | THP-1 LPS/ATP IL-1B secretion, AlphaLISA, 16 h; active compounds read low; in the data active = activity change below about -50%; inconclusive = mostly about -30% to -49%; note: % is set by controls: 0 for no effect and ±100 for the full control effect
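THP-1 cells pretreated 1 hr with compounds (up to 57.5 uM final), then stimulated with LPS (250 ng/mL final) plus ATP (1.25 mM final); secreted IL-1B measured by AlphaLISA after 16 hr, decreased signal indicating inhibition.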
* marks the source's active call; other numbers are inactive results; ? = inconclusive; / = not tested or not shown; [ ] = dose if it differs, or a comment. Unless noted, calls come from the whole dose curve; as a rule, active = well fitted curve in the direction sought with a large enough effect; inconclusive = small, poorly fitted or top-dose-only effect, or another doubt; inactive = no such curve, though single readings can be large; an effect the other way counts as inactive or inconclusive. Compounds as they come, and some 11% of all compounds hit somewhere here.

SMILES	KB-V1 MDR tox	HT1080-NT tox	DRD3 agonist	MCF10A rereplic	HEK293 tox	HT1080 IDH1KD tx	SW480 rerep	KB-3-1 tox	IL-1B inflam inh
Cc1c(C(=O)C(=O)N2CCCc3ccccc32)c2ccccc2n1C	?	8.2µM*	-2.9	?	15.1%	?	?	?	25.8
c1ccc(-c2nc(-c3cccs3)[nH]c2-c2ccccc2)cc1	?	2.3%	-31.9	?	3.7%	-29.3%	8.7%	?	-2.6
COc1cc(NC(=O)c2cccs2)c(C(=O)OCC(=O)NC(=O)NCc2ccccc2)cc1OC	0.0%	20.2%	7.1	14.6µM*	2.3%	23.0%	22.5%	7.0%	-15.0
CC(C)c1c(C(=O)N/N=C/C=C/c2ccccc2)nnn1-c1nonc1N	0.0%	1.3%	9.3	-7.7%	-33.0%	1.5%	-10.6%	4.1%	2.9
O=C(O)c1ccc(-n2nnnc2SCc2cccc(Br)c2)cc1	?	-28.1%	-5.8	-0.5%	-0.7%	-8.2%	-8.2%	9.2%	44.1
COC(=O)C1=C(C)N(CC2CC2)C(=O)N[C@H]1c1ccccc1	-6.7%	-4.0%	-4.1	-2.7%	-1.3%	3.9%	0.5%	29.8%	14.2
CCc1ccc(C(=O)c2cn(CC(=O)Nc3ccc4c(c3)OCO4)c3cc(OC)c(OC)cc3c2=O)cc1	-3.9%	/	3.5	/	-6.3%	/	/	0.0%	/
COc1ccc(OCc2nc(N)nc(Nc3cccc(C)c3C)n2)cc1	0.0%	7.7%	-2.9	-11.2%	1.8%	8.6%	-2.6%	-0.5%	16.8
COc1ccc(OCC(=O)Nc2ccc3nc(C)sc3c2)cc1	4.5%	16.8%	1.9	-23.2%	11.5%	20.6%	-9.2%	-19.0%	-3.9
C=CCOc1c(Br)cc(CNn2nnnc2N)cc1OCC	10.5%	1.9%	1.9	3.0%	1.6%	-0.1%	-4.9%	0.1%	19.8
Cc1ccc(CNC(=O)c2ccc3c(=O)n4c(-c5ccc(C)cc5)csc4nc3c2)cc1	0.0%	0.7%	-10.6	50.0%	3.7%	2.0%	-0.2%	9.4%	18.4
O=C(NCc1ccccn1)c1ccco1	-2.2%	-0.9%	4.6	-5.6%	6.9%	-12.1%	0.4%	6.5%	-1.5
CCN(Cc1ccccc1)Cc1c(O)ccc2c(=O)c(-c3ccc(Cl)cc3)c(C(F)(F)F)oc12	?	/	-7.4	/	0.1%	/	/	1.0%	/
O=C(Nn1cnnc1)c1ccc(Cl)cc1	-10.7%	11.7%	10.8	-0.8%	3.2%	8.4%	6.1%	3.1%	-11.5
O=C(Nc1nnc(-c2ccco2)o1)C1CCCCC1	0.7%	-6.3%	-2.0	1.6%	2.2%	2.0%	2.5%	6.6%	2.2
COc1ccccc1-c1nnc2sc(C3CCCCC3)nn12	-1.6%	4.6%	3.8	0.7%	0.6%	3.6%	-3.1%	-16.7%	-1.9
CN(C(=O)c1ccc(NC(=O)Cc2ccc(NC(=O)C3CCCN(C(=O)c4ccccc4)C3)cc2)cc1)C1CC1 (configuration not stated)	-1.9%	7.4%	-12.6	6.4%	3.3%	5.7%	13.0%	0.0%	-7.2
CC(=O)C1=C(C)N(Cc2ccccc2)C(=O)N[C@H]1c1cccc(C(F)(F)F)c1	-12.1%	-4.2%	-1.5	-1.1%	-10.9%	-10.0%	1.0%[9.22 µM]	0.0%	8.5
c1ccc2nc(-c3ccc(N4CCOCC4)cc3)ccc2c1	-1.5%	4.3%	-1.9	-182.2%[0.0737 µM]	5.2%	5.2%	-8.8%	1.6%	36.6
O=C(COCc1cc(-c2ccc3c(c2)OCO3)on1)Nc1cccnc1Cl	-1.0%	-2.1%	-11.0	0.7%	-0.1%	6.4%	0.7%	5.6%	4.8
COc1ccc(C)cc1NC(=O)CO/N=C(\N)CC(=O)NC1CCCCC1	/	2.4%	2.1	-3.7%	9.7%	2.6%	1.1%	/	-4.0
Cc1cccc(C)c1NC(=O)CNC(=O)c1cn(-c2ccccc2)nc1-c1ccccc1	/	6.3%	-0.1	2.1%	-30.4%	-3.3%	1.3%	/	-1.0
CCC(=O)NC(=S)Nc1cccc(Cl)c1N1CCCCC1	-1.0%	4.47µM*	-8.3	?	?	5.62µM*	11.2µM*	?	52.4
COc1ccc(/C=C2\N=C(c3ccccc3Cl)NC2=O)cc1	?	-22.9%	-5.3	13µM*	-20.4%	14.6µM*	10.3µM*	?	?
COc1ccc(C2C(C(=O)c3ccco3)=C(O)C(=O)N2CCN2CCOCC2)c(OC)c1 (configuration not stated)	0.7%	-4.0%	1.1	-0.8%	7.6%	16.2%	-1.0%	-4.3%	0.0

(continued)
SMILES	KB-V1 MDR tox	HT1080-NT tox	DRD3 agonist	MCF10A rereplic	HEK293 tox	HT1080 IDH1KD tx	SW480 rerep	KB-3-1 tox	IL-1B inflam inh
NC(=O)C1CCN(C2OC(=O)c3ccccc32)CC1 (configuration not stated)	10.2%	9.0%	4.9	-3.3%	-0.2%	20.1%	1.6%	11.6%	28.8
Cc1ccc(S(=O)(=O)N2CC(CO)=CCC2c2ccccc2)cc1 (configuration not stated)	?	0.2%	10.4	/	3.9%	0.0%	/	-29.4%	-11.8
CCN1C(=O)[C@H]2[C@@H](c3ccc(C)cc3)N3C(=O)N(c4cccc(F)c4)C(=O)[C@@]3(CC)[C@H]2C1=O	-25.3%	-3.9%	-12.6	10.0%	0.0%	-6.9%	1.6%	-8.5%	15.1
COc1ccc(C(=O)c2coc3ccc(O)c(CN4CCOCC4)c23)cc1	?	-4.3%	6.2	6.6%	-11.2%	-1.6%	1.5%	-2.3%	-7.2
COc1ccc(NC(=S)N(CCN2CCOCC2)Cc2cc3cc4c(cc3[nH]c2=O)OCCO4)cc1	-3.2%	-14.4%	0.3	-3.3%	-3.6%	-15.8%	?	-1.5%	-61.0*
COC(=O)c1c(C)[nH]c(C(C)=O)c1C	?	-6.9%	3.7	-3.0%	54.4%[activator]	1.0%	-10.4%	-4.9%	0.4
CCCCc1nc2cc(C(=O)N3CCCCC3COC)ccc2o1 (configuration not stated)	/	4.4%	1.8	-1.8%	-10.4%	8.4%	-5.0%	/	2.9
O=C(c1ccc2c(c1)OCO2)N1CCc2ccccc2C1	?	-3.3%	-7.8	13.6%	-9.0%	-21.7%	-0.2%	4.2%	27.8
CCOP(=O)(OCC)C(Nc1cccc([N+](=O)[O-])c1)c1ccc(N(C)C)cc1 (configuration not stated)	?	-2.8%	-3.3	0.7%	2.4%	-7.8%	-8.1%	-10.1%	-7.9
CCCSCCCNC(=O)c1ccccc1NC(=O)C1=CSCCO1	2.0%	-0.2%	-1.4	3.7%	-2.5%	-3.2%	-3.4%	-2.8%	-9.0
O=C1c2ccc3c4c(ccc(c24)C(=O)N1CCCCO)C(=O)N(CCCCO)C3=O	?	23.1µM*	4.1	?	-20.7%	11.6µM*	?	3.66µM*	-71.8*
CCCCn1c(N)c(N(CCOC)C(=O)c2cc(-c3ccncc3)nc3ccccc23)c(=O)[nH]c1=O	/	3.4%	3.2	0.5%	-0.4%	2.7%	7.3%	/	-2.3
Cc1ccc(NC(=O)CSc2ncc3ccccn23)cc1	-2.5%	17.5%	-1.6	-44.0%[inhibitor]	16.9%	9.8%	-3.5%	3.4%	-3.4
CCOc1cc(/C=C/C(=O)c2ccc3c(c2)OCCO3)ccc1OCC(=O)N(C)C	16.4µM*	?	2.4	?	-24.9%	18.4µM*	?	?	-104.0*
CCCCCCOc1ccc(C(=O)NCCCn2ccnc2)cc1	?	-4.6%	-1.1	?	3.7%	-29.5%	-0.3%	?	42.3
COc1ccccc1NC(=O)C1CC(=O)OC1c1ccccc1 (configuration not stated)	-8.0%	8.7%	1.7	-7.6%	-1.8%	12.7%	-1.1%	15.1%	1.1
CN(CC(=O)NCCc1ccc(Cl)cc1)S(=O)(=O)c1ccc2c(c1)c(=O)n(C)c(=O)n2C	-6.4%	7.0%	1.2	6.2%	-30.2%	-4.0%	-13.7%	0.1%	-7.1
O=c1oc(-c2ccccc2NS(=O)(=O)c2ccc(Cl)cc2)nc2ccccc12	-5.7%	-18.9%	6.3	15.2%	-0.9%	-18.4%	-5.0%	0.6%	11.8
Cc1ccc(OCC(=O)NNC(=O)c2cccnc2)cc1C	0.7%	10.8%	13.3	3.4%	5.3%	9.5%	-126.5%[inhibitor]	-2.8%	13.9
CCc1nccn1S(=O)(=O)c1ccc(C)c(C)c1	-19.9%	4.0%	-4.4	0.0%	3.1%	5.7%	-2.6%	2.6%	0.4
CCCCCCOC(=O)Sc1nc2ccccc2o1	11.5%	8.4%	0.1	2.4%	-9.6%	-1.0%	-2.4%	-2.8%	-10.5
CCOC(=O)N1CCC(NC(=O)C2CCN(S(=O)(=O)N3CCC(C)CC3)CC2)CC1	-16.0%	-0.1%[9.24 µM]	5.1	0.7%	2.3%	0.6%	1.3%	2.6%	0.0

Five compounds out of the list, arranged by molecular weight, high to low:
SMILES	KB-V1 MDR tox	HT1080-NT tox	DRD3 agonist	MCF10A rereplic	HEK293 tox	HT1080 IDH1KD tx	SW480 rerep	KB-3-1 tox	IL-1B inflam inh
O=c1oc(-c2ccccc2NS(=O)(=O)c2ccc(Cl)cc2)nc2ccccc12	-5.7%	-18.9%	6.3	15.2%	-0.9%	-18.4%	-5.0%	0.6%	11.8
O=C1c2ccc3c4c(ccc(c24)C(=O)N1CCCCO)C(=O)N(CCCCO)C3=O	?	23.1µM*	4.1	?	-20.7%	11.6µM*	?	3.66µM*	-71.8*
CCCCCCOC(=O)Sc1nc2ccccc2o1	11.5%	8.4%	0.1	2.4%	-9.6%	-1.0%	-2.4%	-2.8%	-10.5
CCc1nccn1S(=O)(=O)c1ccc(C)c(C)c1	-19.9%	4.0%	-4.4	0.0%	3.1%	5.7%	-2.6%	2.6%	0.4
NC(=O)C1CCN(C2OC(=O)c3ccccc32)CC1 (configuration not stated)	10.2%	9.0%	4.9	-3.3%	-0.2%	20.1%	1.6%	11.6%	28.8

Screening data as filed in PubChem BioAssay.
